GC-B act = GC-B (human) receptor activation; 0.11% of 370,000 active; HEK293-GC-B cells, CNP EC30, cGMP TR-FRET; 0% at EC30 CNP, 100% saturating CNP; AID 1920062; P20594; activation, % at 10 µM;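 active = activation at 10 µM reaching about 35% in either raw or pattern-adjusted values, limit read from the data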
NPR1 activator = GC-A (human) enzyme activation; P16066; HEK293 GC-A cells, cGMP TR-FRET, EC30 ANP; 0% at EC30 ANP, 100% saturating ANP; activation, % at 10 µM; 0.14% of 370,000 active; in the data active = activation above about 40%
ASAP1 inh = inhibitors of human ASAP1 ArfGAP activity. Q9ULH1. 0.19% of 360,000 active. AID 624377. ASAP1-stimulated ARF1 GTP hydrolysis, GDP FP detection. inhibition, % at 16.5 µM; in the data active = inhibition above about 25%;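 note: 0% = vehicle with enzyme and substrate and 100% = no enzyme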
Target sequence (Q9ULH1 325-724 limits assumed): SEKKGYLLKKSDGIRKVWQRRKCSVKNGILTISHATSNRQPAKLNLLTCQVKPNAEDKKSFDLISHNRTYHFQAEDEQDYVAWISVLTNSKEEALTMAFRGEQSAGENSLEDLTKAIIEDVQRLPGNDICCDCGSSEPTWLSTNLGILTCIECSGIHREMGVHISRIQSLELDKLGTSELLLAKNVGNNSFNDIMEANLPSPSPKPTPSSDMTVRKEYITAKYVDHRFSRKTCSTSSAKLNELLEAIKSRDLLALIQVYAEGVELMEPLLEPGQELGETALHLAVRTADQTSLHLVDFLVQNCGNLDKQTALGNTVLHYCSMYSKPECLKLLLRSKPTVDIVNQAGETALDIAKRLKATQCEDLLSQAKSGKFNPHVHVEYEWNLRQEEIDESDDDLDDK
PG9 Ab binder = binds the HIV-1 gp120 antibody PG9. inhibition, % at 6.7 µM. 0.43% of 360,000 active. TR-FRET gp120-PG9 antibody binding; in the data active = inhibition above about 8.5%
ARFGAP1 inh = rat ARFGAP1 inhibition; Q62848; Arfgap1-stimulated ARF1 GTP hydrolysis, GDP FP detection; inhibition, % at 16.5 µM; 0.26% of 360,000 active; AID 651572;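 active = inhibition above a per-plate limit, mean inhibition of low control wells plus 3 SD, cut at about 25% in these data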;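 note: 0% = DMSO wells with enzyme and 100% = wells lacking Arfgap1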
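material = rat Arfgap1 catalytic domain, aa 1-136 | also added = human ARF1(Δ1-17)-GTP substrate | compound dosing = one concentration, 16.5 µM, DMSO 1.26% | times = GTP hydrolysis reaction 2 h at 25 °C | measured by = FP, GDP Alexa 633 tracer displaced from anti-GDP antibody, 620/688 nm | evaluation = percent inhibition of Arfgap1-stimulated GTP hydrolysis | replication = single well per compound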
rCAG RNA binder = molecules binding r(CAG) RNA repeats | r(CAG) RNA repeat, TO-PRO-1 dye displacement fluorescence | inhibition, % at 3 µM | 1.3% of 370,000 active | AID 651821;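 active = inhibition above the plate cutoff, the mean of all test compounds on that plate plus 3 SD, cut at about 35% in these data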;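 note: 0% = DMSO alone and 100% = 100 µM mitoxantrone as full dye displacement; higher means more dye released from RNA so lower well fluorescence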
mABHD4 FP = ABHD4 (mouse) inhibition, primary FP screen; purified mABHD4, FP-Rh probe fluorescence polarization; inhibition, % at 8.92 µM; 0.54% of 370,000 active; AID 720543; Q8VD66;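 active = inhibition exceeding the mean over every tested compound plus 3 SD, cut at about 30% in these data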;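 note: 0% = plate median of compound wells and 100% = S159A mutant with DMSO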
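Assay system: mABHD4 protein; medium: HEPES pH 7.0, NaCl, Pluronic buffer; dosing: 8.92 µM, single dose; schedule: 45 min + 60 min at 25 °C; signal: FP readout, ex 525 nm / em 598 nm; read-out: normalized percent inhibition of probe labeling; repeats: single replicate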
HTRA1 inh = blocks human HTRA1 serine peptidase; recombinant HTRA1, FP-rhodamine activity-based probe, fluorescence polarization; inhibition, % at 5.96 µM; 0.5% of 340,000 active; AID 504803; in the data active = inhibition above about 36%;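 note: 0% = enzyme with DMSO and 100% = wells lacking enzyme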
Rev-erbA mod = Rev-erb alpha (human) modulation; P20393; Rev-erbα–FITC-DNA binding, fluorescence polarization, 90 min; activity, % at 10 µM; 0.79% of 370,000 active; AID 1259318;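 active = activity above about 14%, limit read from the data; passing the limit was not always enough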;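 note: 0% = DMSO wells with 35 nM protein and 100% = DMSO wells with 750 nM protein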
Target sequence (P20393 whole entry, looked up): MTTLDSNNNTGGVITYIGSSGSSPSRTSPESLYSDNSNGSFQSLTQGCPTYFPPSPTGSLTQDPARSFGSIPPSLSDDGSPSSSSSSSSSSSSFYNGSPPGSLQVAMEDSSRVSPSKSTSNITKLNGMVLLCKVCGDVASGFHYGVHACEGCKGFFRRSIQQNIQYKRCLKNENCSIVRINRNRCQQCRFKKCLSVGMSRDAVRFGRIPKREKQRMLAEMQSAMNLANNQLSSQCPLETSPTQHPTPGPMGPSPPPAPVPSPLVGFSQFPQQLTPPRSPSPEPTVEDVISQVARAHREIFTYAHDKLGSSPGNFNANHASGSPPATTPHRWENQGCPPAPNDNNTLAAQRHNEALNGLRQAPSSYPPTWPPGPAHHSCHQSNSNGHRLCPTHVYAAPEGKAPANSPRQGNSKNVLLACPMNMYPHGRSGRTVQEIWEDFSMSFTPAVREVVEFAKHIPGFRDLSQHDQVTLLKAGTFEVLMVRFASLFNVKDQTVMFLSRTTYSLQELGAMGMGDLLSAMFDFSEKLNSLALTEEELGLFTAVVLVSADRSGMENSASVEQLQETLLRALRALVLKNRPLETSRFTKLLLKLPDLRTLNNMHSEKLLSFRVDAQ
SMARCA2 activ = SMARCA2 function activation, primary screen. 1% of 370,000 active. activation, % at 9.1 µM. MG213 cells, MMTV-luciferase reporter, dexamethasone, overnight; in the data active = activation above about 7.8%;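 note: 0% = vehicle wells and 100% = reference activator wells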
An asterisk follows results filed as active; . = not tested or not shown.

Codes – A = GC-B act; B = NPR1 activator; C = ASAP1 inh; D = PG9 Ab binder; E = ARFGAP1 inh; F = rCAG RNA binder; G = mABHD4 FP; H = HTRA1 inh; I = Rev-erbA mod; J = SMARCA2 activ
1) Cc1ccccc1S(=O)(=O)N1[C@@H](c2ccc(Br)cc2)C(C(=O)O)=CC[C@H]1c1ccc(Cl)cc1
  A: 1	B: -4	C: 1	D: -0.6	E: -23	F: 88*	G: -12	H: -80	I: -10	J: 2

2) O=C(CCCN=C1NS(=O)(=O)c2ccccc21)Nc1ccc(Cl)cc1
  A: -1	B: -5	C: -4	D: -2.6	E: -4	F: 0	G: -9	H: -6	I: -3	J: 7

3) Cc1cc(C(=O)OCC(=O)N(C)c2ccccc2)c2ccccc2n1
  A: 2	B: 2	C: 5	D: -0.1	E: -8	F: -1	G: 23	H: -5	I: 9	J: -1

4) Cc1ccc(NS(=O)(=O)c2cccc(C(=O)NNC(=O)NC3CCCCC3)c2)c(C)c1
  A: -1	B: 4	C: 4	D: -3.1	E: 3	F: 8	G: -12	H: -3	I: -1	J: -3

5) COc1cccc(N2CCN(CC(=O)NCc3ccccc3C)CC2)c1
  A: 12	B: -1	C: .	D: .	E: .	F: 0	G: 3	H: .	I: -10	J: -5

6) Fc1ccc(-c2csc(-c3ccc(C4SCCS4)cc3)n2)cc1F
  A: -8	B: -2	C: -5	D: -0.1	E: -1	F: -2	G: 4	H: -4	I: 7	J: -3

7) Oc1ccc(-c2nc3ccccn3c2NCc2ccco2)cc1
  A: -6	B: 4	C: 7	D: -1.7	E: -3	F: 0	G: -2	H: 1	I: 0	J: -1

8) Cc1ccc(S(=O)(=O)N2CC(=NN=C(N)N)C2)cc1
  A: 3	B: 1	C: -6	D: -0.4	E: 6	F: 0	G: -3	H: 3	I: 2	J: -2

9) Cc1nc2c(C(=O)NCc3ccc4c(c3)OCO4)c[nH]n2c(=O)c1Cc1ccccc1F
  A: 1	B: 8	C: .	D: .	E: .	F: .	G: .	H: -2	I: -3	J: .

10) Cc1ccc(CC2CC(=O)N(c3ncccn3)C2=O)cc1 (configuration not stated)
  A: 0	B: -4	C: -5	D: -4.9	E: -7	F: -3	G: 2	H: 4	I: 3	J: 0

11) Cc1cc(OCC(=O)Nc2ccncc2)c(C)cc1Br
  A: 4	B: -2	C: 6	D: -2.7	E: 2	F: -1	G: -15	H: -8	I: 4	J: -4

12) CC(C)n1c(=S)[nH]c2scc(-c3cccs3)c2c1=O
  A: -5	B: -23	C: 5	D: 7.2	E: 0	F: 28	G: -6	H: 3	I: -11	J: -3

13) Cc1onc(-c2ccc(Cl)cc2)c1-c1ccnn1S(=O)(=O)c1ccc(Cl)cc1
  A: -7	B: -9	C: -11	D: -1.5	E: -6	F: 1	G: 2	H: .	I: -4	J: -4

14) CN(C)/C=C1\C(=O)ON=C1c1ccccc1
  A: -2	B: 0	C: -10	D: -2.3	E: 5	F: 7	G: 11	H: 4	I: -4	J: 3

15) COc1cccc(C(=O)NCCCNC(=O)c2ccccn2)c1
  A: -1	B: 1	C: -9	D: 1.1	E: 7	F: -1	G: 11	H: 3	I: 5	J: -2

16) COC(=O)c1ccccc1NC1OC(=O)c2ccccc21 (configuration not stated)
  A: -4	B: 0	C: -11	D: 1.6	E: 0	F: 6	G: -19	H: -5	I: 2	J: -2

17) COc1ccc(N2C(=O)N3[C@H](c4ccc(Cl)cc4)[C@@H]4C(=O)N(C5CCCCC5)C(=O)[C@@H]4[C@]3(Cc3ccc(Cl)cc3)C2=O)cc1
  A: 1	B: 1	C: 4	D: -0.4	E: 3	F: 4	G: 0	H: -3	I: 1	J: 0

18) COc1ccc(Nc2nc(N)nc(CN3CCN(c4ccc(F)cc4)CC3)n2)cc1
  A: 1	B: 0	C: 0	D: -1.3	E: 2	F: -3	G: 10	H: 1	I: 0	J: -5

19) Cc1cc(NC(=O)c2ccc(F)cc2F)n(-c2nc3ccccc3[nH]2)n1
  A: -5	B: 9	C: .	D: .	E: .	F: .	G: .	H: -3	I: 22	J: .

20) N#Cc1nc(COc2ccc(Cl)cc2)oc1NCc1ccc2c(c1)OCO2
  A: 8	B: 9	C: -2	D: -0.3	E: 12	F: -5	G: -36	H: -43	I: 3	J: -2

21) CN(CCC#N)Cc1cc(=O)oc2ccc3ccccc3c12
  A: -5	B: -4	C: -4	D: -0.2	E: 0	F: 2	G: 0	H: -2	I: 2	J: 0

22) CCN(Cc1ccccc1)S(=O)(=O)c1c(N)n(C)c(=O)n(C)c1=O
  A: 11	B: 2	C: -18	D: -0.6	E: -15	F: 52*	G: -31	H: 6	I: -8	J: -1

23) CN(C)CCCN(C(=O)c1ccc2c(c1)CCCC2)c1nc2c(F)cccc2s1
  A: -1	B: -13	C: 4	D: -0.5	E: 2	F: 3	G: 6	H: -2	I: 2	J: 0

24) Cc1cnc(C(=O)OC(C)C(=O)Nc2cccc3ccccc23)cn1 (configuration not stated)
  A: 1	B: 0	C: -9	D: 0.0	E: -11	F: 0	G: 6	H: 7	I: 2	J: -1

25) Cc1ccc2nc(SCC(=O)NC3CCCC3)[nH]c2c1
  A: 2	B: 1	C: 2	D: 0.0	E: -1	F: 1	G: 5	H: 8	I: 1	J: -1

Carrying on.
Codes – A = GC-B act; B = NPR1 activator; C = ASAP1 inh; D = PG9 Ab binder; E = ARFGAP1 inh; F = rCAG RNA binder; G = mABHD4 FP; H = HTRA1 inh; I = Rev-erbA mod; J = SMARCA2 activ
26) CCCNC(=O)N(C)C[C@@H]1Oc2cc(Br)ccc2S(=O)(=O)N([C@@H](C)CO)C[C@H]1C
  A: -4	B: -2	C: 8	D: 0.7	E: 11	F: 1	G: 0	H: 5	I: 1	J: -3

27) COC(=O)c1ccc(-c2noc(CN(C)Cc3ccncc3C)n2)cc1
  A: -7	B: -3	C: -3	D: -2.2	E: -2	F: -6	G: 0	H: 0	I: 3	J: -1

28) CC1=CC(=O)C(C(C)C)=C/C1=N/OS(=O)(=O)c1ccccc1
  A: 1	B: -9	C: -2	D: 0.4	E: 9	F: -5	G: 4	H: 4	I: -5	J: -15

29) O=C(CSc1nnc(-c2c[nH]c3ccccc23)n1CC1CCCO1)Nc1ccc2c(c1)OCCO2 (configuration not stated)
  A: -6	B: -3	C: 1	D: 1.6	E: 1	F: 0	G: -7	H: -1	I: 2	J: -1

30) CCCC[C@H]1C2CC(OC(=O)Nc3ccc4c(c3)OCO4)C(C2)[C@H]2CCCCN21 (some centres not stated)
  A: 1	B: 4	C: .	D: .	E: .	F: -3	G: 1	H: .	I: -1	J: 3

31) Cc1nc(C(F)(F)F)ccc1C(=O)N1CCC1(C)C(=O)NS(=O)(=O)c1ccc2ccccc2c1 (configuration not stated)
  A: 1	B: 0	C: -2	D: -2.3	E: -7	F: 16	G: 4	H: .	I: 1	J: 2

32) CCCn1c(C)cc(/C=C(\C#N)C(=O)OCC(=O)Nc2cccc(S(N)(=O)=O)c2)c1C
  A: 2	B: -1	C: 19	D: -0.7	E: -4	F: 15	G: -8	H: -23	I: -8	J: 0

33) NS(=O)(=O)c1cccc(NC(=S)NCc2ccccc2)c1
  A: 1	B: -2	C: 0	D: -1.7	E: -3	F: 0	G: -1	H: 6	I: -2	J: 5

34) CC(Sc1nccn1C)C(=O)Nc1ccc(C(N)=O)cc1 (configuration not stated)
  A: -2	B: 0	C: 3	D: -1.2	E: -12	F: -1	G: -4	H: 8	I: 6	J: -4

35) O=C1CCCN1CCCNC(=S)Nc1ccc(Br)cc1Cl
  A: 3	B: 5	C: -1	D: 1.1	E: 12	F: -5	G: -1	H: -5	I: 5	J: -1

36) CNC(=O)CCSc1ccc(C)cc1
  A: 1	B: -5	C: -2	D: -1.3	E: 3	F: 0	G: 6	H: 5	I: 2	J: 1

37) CCOc1ccc2nc(N(CCCN(C)C)C(=O)c3ccc(C(=O)c4ccccc4)cc3)sc2c1
  A: 5	B: 0	C: 6	D: -0.8	E: 4	F: -1	G: 12	H: -1	I: -1	J: -1

38) O=C(NCc1nc2ccccc2[nH]1)C1=C[C@H](c2coc3ccccc3c2=O)C[C@H](OCc2ccc(CO)cc2)O1
  A: -2	B: 0	C: 13	D: -1.6	E: -2	F: -2	G: -11	H: -32	I: -9	J: -2

39) Clc1ccc(-c2noc(CSc3nnc(-c4ccncc4)n3-c3ccccc3)n2)cc1
  A: -16	B: -28	C: -2	D: 1.8	E: -12	F: 2	G: -21	H: -16	I: 6	J: -6

40) CCCCC(Sc1nc(N)c(NC(=O)c2ccc(OC)cc2)c(=O)[nH]1)C(=O)O (configuration not stated)
  A: 2	B: 0	C: -7	D: -1.8	E: -8	F: 4	G: 6	H: 0	I: 4	J: 0

41) O=C(c1ccco1)N(Cc1ccco1)Cc1cc2ccccc2[nH]c1=O
  A: -3	B: 0	C: 6	D: -3.0	E: 8	F: 1	G: -4	H: -8	I: -3	J: 1

42) O=C(/C=C/c1cccs1)Nc1scc(-c2ccccc2)c1C(=O)O
  A: -1	B: 3	C: -4	D: -0.5	E: -6	F: 37*	G: -22	H: -32	I: -7	J: 2

43) C(=N\N1CCN(Cc2ccccc2)CC1)/c1ccccc1
  A: 1	B: 1	C: -3	D: -1.0	E: -5	F: -5	G: 0	H: 2	I: 2	J: 0

44) C#CCOCCOCCOCCNc1nc(N2CCN(C(=O)[C@H](CC(N)=O)n3cc([C@@H](N)CC(N)=O)nn3)CC2)nc(N2CCN(C(=O)[C@H](CC(N)=O)n3cc([C@@H](N)CC(N)=O)nn3)CC2)n1
  A: 5	B: 1	C: -2	D: 0.1	E: -10	F: -3	G: 10	H: 3	I: -5	J: 0

Single records (already shown). Order of screens: GC-B act, NPR1 activator, ASAP1 inh, PG9 Ab binder, ARFGAP1 inh, rCAG RNA binder, mABHD4 FP, HTRA1 inh, Rev-erbA mod, SMARCA2 activ
O=C1CCCN1CCCNC(=S)Nc1ccc(Br)cc1Cl as listed: 3, 5, -1, 1.1, 12, -5, -1, -5, 5, -1
CCCC[C@H]1C2CC(OC(=O)Nc3ccc4c(c3)OCO4)C(C2)[C@H]2CCCCN21 (some centres not stated) as listed: 1, 4, ., ., ., -3, 1, ., -1, 3
Clc1ccc(-c2noc(CSc3nnc(-c4ccncc4)n3-c3ccccc3)n2)cc1 as listed: -16, -28, -2, 1.8, -12, 2, -21, -16, 6, -6
CCCCC(Sc1nc(N)c(NC(=O)c2ccc(OC)cc2)c(=O)[nH]1)C(=O)O (configuration not stated) as listed: 2, 0, -7, -1.8, -8, 4, 6, 0, 4, 0
NS(=O)(=O)c1cccc(NC(=S)NCc2ccccc2)c1 as listed: 1, -2, 0, -1.7, -3, 0, -1, 6, -2, 5

Assay outcomes: PubChem, several laboratories
